SRC3 TRFRET art: flags TR-FRET format artefacts in PPARgamma SRC-3 recruitment agonist screen. TR-FRET artefact counter-screen, PPARgamma/SRC-3 format; hits give high values. TR-FRET ratio at 8 µM. 99,000 compounds, 0.39% hits; in the data active = TR-FRET ratio above about 2000; also: inactives centre near 1600; reference of the scale not given here
SRC1 TRFRET art: counter-screen for PPARgamma SRC-1 recruitment agonists: TR-FRET artefact | AID 1051 | 99,000 compounds, 0.34% hits | TR-FRET ratio at 8 µM | TR-FRET detection artefact counter-screen, emission ratio; hits give high values; in the data active = TR-FRET ratio above about 2300; also: inactives centre near 1800; reference of the scale not given here
Numbers without * were called inactive. Not all compounds are listed; the hit share may differ from the screen's.

SMILES	SRC3 TRFRET art	SRC1 TRFRET art
Cc1ccc(NC(=O)COC(=O)CN2C(=O)C3CCCCC3C2=O)cc1S(=O)(=O)N1CCOCC1 (centres undefined)	1480	1622
COCCNC(=O)[C@@]1(Cc2ccccc2)C=C[C@@H](C)N1C(C)=O	1640	1743
S=C(NCC(c1ccco1)N1CCCC1)Nc1ccccc1 (centres undefined)	1820	1724
C/C(CC(=O)Nc1ccc(C)c(Cl)c1)=N\NC(=O)Cc1cnc(N)s1	1381	1642
Cc1nn(CC(=O)Nc2ccc(Cl)c(S(=O)(=O)N(C)C)c2)c(C)c1[N+](=O)[O-]	1543	1902
COCCNC(=O)c1cnn2c(C(F)F)cc(-c3ccccc3)nc12	1668	1553
Cc1cc(N2CCN(C)CC2)nc2ccc(NC(=O)c3ccc4c(c3)OCO4)cc12	1734	1761
O=C(NCc1ccc(F)cc1)C(=O)NCC(c1ccco1)N1CCOCC1 (centres undefined)	1654	1817
COc1ccc(NC(=O)Nc2cccc(C)n2)cc1	1637	1919
O=C(Cn1cnc2ccccc2c1=O)NCc1cccs1	1598	1838
COc1cccc(-n2cc(CN(C)Cc3nc(Cc4cccc(F)c4)no3)cn2)c1	1523	1534
O=C(c1cccc(N2C(=O)C3CC=CCC3C2=O)c1)N1CCCc2ccccc21 (centres undefined)	1620	1540
CC(=O)N1CCN(C(=S)NCc2ccccc2)CC1	1356	1760
O=[N+]([O-])c1cccc(-c2nnc(-c3ccc4c(c3)OCO4)o2)c1	1676	1595
CCC(=O)N1N=C2CC(C)(C)OCC2C1c1ccccc1 (centres undefined)	1616	1600
O=C(NC1CCCCCC1)C1Cc2ccccc2CN1C(=O)c1ccco1 (centres undefined)	1528	1646
CCCn1c(C)cc(C(=O)CSc2nc3ccccc3c(=O)n2Cc2ccco2)c1C	1607	1541
COc1ccc(C)cc1NC(=O)CCN1CC(C)OC(C)C1 (centres undefined)	1653	1878
O=C(NCc1ccc2c(c1)OCO2)c1cccnc1Cl	1610	1798
Fc1ccccc1-c1nc(NCc2ccco2)c2ccccc2n1	1569	1779

Of the compounds above, these have a nitro group on carbon:
SMILES	SRC3 TRFRET art	SRC1 TRFRET art
Cc1nn(CC(=O)Nc2ccc(Cl)c(S(=O)(=O)N(C)C)c2)c(C)c1[N+](=O)[O-]	1543	1902
O=[N+]([O-])c1cccc(-c2nnc(-c3ccc4c(c3)OCO4)o2)c1	1676	1595

Remaining list, next part:
SMILES	SRC3 TRFRET art	SRC1 TRFRET art
Cc1ccc(N2C(=O)/C(=C/c3ccco3)SC2=S)cc1	1672	1621
COc1ccc(-n2cc(CN(C)Cc3n[nH]c(=O)[nH]3)c(-c3cccc(F)c3)n2)cc1	1774	1926
CC(=O)N1CCN(C(=S)NC(=O)c2c(-c3ccccc3Cl)noc2C)CC1	1780	1824
CCC(=O)NC(=S)Nc1ccc(NC(=O)c2ccco2)c(OC)c1	1356	1839
COc1ccccc1N(C)S(=O)(=O)c1ccc(C(=O)OCC(=O)NCCC2=CCCCC2)cc1	1597	1608
CCC(C)(C)n1nnnc1C(C(C)C)N(Cc1cccnc1)Cc1ccco1 (centres undefined)	1536	1767
CCOC(=O)C1(CCOc2ccccc2)CCN(C(=O)c2ccc(-n3cccn3)cc2)CC1	1622	1736
S=C(NCc1ccco1)NCC(c1ccco1)N1CCCCC1 (centres undefined)	1601	1914
CC(=O)N1CCN(c2ccc(NC(=O)c3ccc(Br)o3)cc2Cl)CC1	1593	1553
COc1cc(CNc2ncn[nH]2)ccc1OCC(=O)NC(C)(C)C	1510	1885

One compound at a time, as listed above.
CCC(=O)NC(=S)Nc1ccc(NC(=O)c2ccco2)c(OC)c1 reads SRC3 TRFRET art: 1356; SRC1 TRFRET art: 1839
CC(=O)N1CCN(C(=S)NC(=O)c2c(-c3ccccc3Cl)noc2C)CC1 reads SRC3 TRFRET art: 1780; SRC1 TRFRET art: 1824

More entries follow:
SMILES	SRC3 TRFRET art	SRC1 TRFRET art
C/C(=N\NC(N)=S)C1C2C3CC4C5CC(C42)C1C53 (centres undefined)	1406	1895
CCc1sc(C(=O)Nc2cccc(C(C)=O)c2)cc1C	1834	2216
CC(C)[C@H](NC(N)=O)C(=O)Nc1cccc(S(=O)(=O)N2CCOCC2)c1	1294	1709
Cc1c(N/C=C/C(=O)C(F)(F)F)c(=O)n(-c2ccccc2)n1C	1876	2154
COc1ccc(CNC(=O)c2ccc(CS(=O)(=O)Cc3ccccc3F)o2)cc1	1404	1849
S=C(NCc1ccccc1)NCc1ccc2c(c1)OCO2	1650	1848
O=C(NNC(=O)c1ccccc1[N+](=O)[O-])Nc1ccc(Cl)cc1	1676	1856
CN1CCC2(CC1)N=C(c1ccc(F)cc1)C(=S)N2C(=O)c1ccc(C(C)(C)C)cc1	1521	1743
COC(=O)c1ccc2c(c1)NC(=O)CS2	1558	1887
O=C(NCC(c1cccnc1)N1CCN(c2ccccc2F)CC1)c1ccccc1 (centres undefined)	1452	1787
CCCCc1nc2ccccc2c(=O)n1NC(=O)c1c(O)c2ccccc2n(C)c1=O	1639	1742
CCn1c(SCC(=O)c2c(N)n(C)c(=O)n(C)c2=O)nnc1-c1ccccc1	1692	1687
O=C(CSc1nnc(-c2ccncc2)o1)NC1C2CC3CC(C2)CC1C3 (centres undefined)	1592	1755
CC1CCCCC1NC(=O)COC(=O)/C=C/c1ccc2c(c1)OCO2 (centres undefined)	1457	1856
CCOc1ccc(N=C2NN=C(c3cc(C)n(CC4CCCO4)c3C)CS2)cc1 (centres undefined)	1828	1953
O=S(=O)(Nc1cccc2c1CCCC2)c1ccc(Cl)cc1	1572	1676
CC(Cc1ccccn1)NC(=O)CCc1nnc(C2CCCCC2)o1 (centres undefined)	1615	1654
COc1ccc(C/C(N)=N/O)cc1	1539	1760
COc1ccc(N(CC(=O)NCc2ccc3c(c2)OCO3)C(=O)CCC(=O)Nc2ccccn2)cc1	1817	1731
COC(=O)c1ccc(NC(=O)COC(=O)c2nc3nccc(C)n3n2)cc1	1494	1412
Cc1cc(F)ccc1S(=O)(=O)Nc1ccccc1C(=O)Nc1ncn[nH]1	1602	1914
O=C(CSc1nnc(-c2ccccc2F)n1CCc1ccccc1)Nc1ccc2[nH]c(=O)[nH]c2c1	1480	2081
Nc1c(-c2ccccc2)c(CN2CCOCC2)nn1-c1cccc([N+](=O)[O-])c1	1544	1909
O=C(C1=C[C@@H](c2ccc(C(F)(F)F)cc2)C[C@@H](OCc2ccc(CO)cc2)O1)N1CCOCC1	1614	1750
COC(=O)c1cccnc1-n1c(=O)c2cccnc2n(Cc2cccc(C(F)(F)F)c2)c1=O	1558	1900
Cc1ccc2nc(Nc3nc(CSc4nc5ccccc5s4)cc(=O)[nH]3)nc(C)c2c1	1363	1728
Fc1ccc(/C=C2\CCCC3=C2NC(=S)NC3c2ccc(F)cc2)cc1 (centres undefined)	1542	1649
Nc1ccccc1Nc1cc(-c2ccccc2)[nH]n1	1641	1996
C=CCN(c1ccc(C(=O)Nc2cccc(C)c2)cc1)S(C)(=O)=O	1474	1648
CC(=O)c1ccc(NC(=O)C(C)OC(=O)c2ccc(NS(=O)(=O)c3ccc(F)c(F)c3)cc2)cc1 (centres undefined)	1453	1814
O=C(Cc1coc2ccc3ccccc3c12)NCc1cccs1	1634	1887
O=C(O)/C=C/c1ccccc1Oc1ccc(Cl)cc1Cl	1593	1995
CCCCCCCC(=O)N/N=C/c1ccc([N+](=O)[O-])o1	1481	1814
CC(=O)NCCC(=O)Nc1nc(C)c(Cc2ccc3c(c2)OCO3)s1	1469	1716
COC(=O)c1ccc(NC(=S)NCCCn2ccnc2)cc1	1685	1847
Cc1c(-n2c(SCC(=O)N(C)C3CCS(=O)(=O)C3)nc3ccccc3c2=O)c(=O)n(-c2ccccc2)n1C (centres undefined)	1467	1835
Cc1cc(Oc2nc3c(C)cccn3c(=O)c2/C=C(\C#N)S(=O)(=O)c2ccccc2)ccc1Cl	1568	1975
COc1cccc(NC(=O)CSc2nc3ccccc3c3nc4ccccc4n23)c1	1501	1771
COC(=O)/C(=C1\Oc2ccc(C(C)(C)C)cc2S1)C(F)(F)F	2002	1605
COc1ccc(CCNC(=O)Cc2ccc3c(c2)OCO3)cc1OC	1666	1677
c1cncc(CN=C2Nc3ccccc3CS2)c1	1391	1735
CCOC(=O)c1ccc(NC(=O)CSCCC(=O)O)cc1	1389	1518
Cc1cc(C)cc(N2C(=O)c3nccnc3C2=O)c1	1544	1826
CCOc1ccc(CN2CCNC(=O)C2CC(=O)NCCCn2ccnc2)cc1 (centres undefined)	1728	1696
O=C(c1ccc(SCc2ccco2)c([N+](=O)[O-])c1)N1CCOCC1	1797	1850
CCOC(=O)CNC(=O)CSc1nc2cccnc2n1C	1464	1679
CCN(CC)C(=O)Cn1cc(C(=O)C(=O)NCc2ccco2)c2ccccc21	1553	1780
CSCc1cc(N2CCOCC2)nc(-c2ccccc2)n1	1603	1611
O=C(CNc1ccc2ccccc2c1)N/N=C/C=C/c1cccc([N+](=O)[O-])c1	1523	1854
Cc1ccc(NC(=O)C2CC2C)c(Cl)c1 (centres undefined)	1647	1852

Reprinted from the part before: 7 entries, followed by the next part.
SMILES	SRC3 TRFRET art	SRC1 TRFRET art
CCOc1ccc(CN2CCNC(=O)C2CC(=O)NCCCn2ccnc2)cc1 (centres undefined)	1728	1696
O=C(c1ccc(SCc2ccco2)c([N+](=O)[O-])c1)N1CCOCC1	1797	1850
CCOC(=O)CNC(=O)CSc1nc2cccnc2n1C	1464	1679
CCN(CC)C(=O)Cn1cc(C(=O)C(=O)NCc2ccco2)c2ccccc21	1553	1780
CSCc1cc(N2CCOCC2)nc(-c2ccccc2)n1	1603	1611
O=C(CNc1ccc2ccccc2c1)N/N=C/C=C/c1cccc([N+](=O)[O-])c1	1523	1854
Cc1ccc(NC(=O)C2CC2C)c(Cl)c1 (centres undefined)	1647	1852
C=CCC(CC=C)(C(N)=O)c1ccccc1	1483	1788
CCCC(O)(CCC)C(=O)NN(C(=O)CCl)c1ccccc1	1494	1653
Cc1ccc(NC(=O)c2cc(-c3cccs3)on2)cc1C	1722	1949
O=C(OCC(=O)c1c[nH]c2ccccc12)c1ccc([N+](=O)[O-])s1	1556	1474
Cn1c(NC(=O)C2CCCO2)cc(=O)n(C)c1=O (centres undefined)	1666	1999
Cn1ncc(Cl)c1C(=O)N1CCN(C(=O)c2ccco2)CC1	1576	2046
CC1(C)CC(CCN(Cc2ccccc2)C(=O)c2ccco2)(c2ccccc2)CCO1 (centres undefined)	1572	1923
Cc1ccc(-n2c(-c3cnccn3)n[nH]c2=S)c(Br)c1	1665	1856
Cc1ccc(O)c(NC(=O)c2cc([N+](=O)[O-])ccc2Cl)c1	1598	1936
Cc1cc(SCC(=O)OCC(=O)NC(C)c2ccccc2)c(C)cc1Br (centres undefined)	1640	1730
O=C(NCCN1CCOCC1)c1ccc2c(c1)ncn2C1CCCC1	1753	1767
Cc1c(/C=N/O)c2ccccn2c1C=O	1441	1573
CSc1ccc(OC2CCCCC2NS(=O)(=O)c2ccc(Cl)cc2)cc1 (centres undefined)	1549	1755
CCCCn1c(N)c(C(=S)NC(=O)CC(C)C)c(=O)n(C)c1=O	1949	1759
COc1ccc([N+](=O)[O-])cc1NCc1cccc([N+](=O)[O-])c1	1654	1684
CCc1ccccc1OCC(=O)Nc1nc(-c2cccnc2)cs1	1912	1926
COc1cc(C#N)ccc1OCC(=O)NCc1cccs1	1558	1629
COc1cc(C(=O)Nc2cc(C)cc(C)c2)c(-n2cnnn2)cc1OC	1427	1820
O=C1ON=C(c2ccc(Cl)cc2)/C1=C/c1ccc(O)cc1	1761	1647
O=C1/C(=C/c2ccccc2)Oc2cc(OC(=O)N3CCOCC3)ccc21	1350	1551
COc1cc(CO)c(Br)cc1OCC(N)=O	1466	1985
CC(=O)c1c(C)oc2ccc(N(C(=O)C3CCCCC3)S(=O)(=O)c3cc([N+](=O)[O-])ccc3C)cc12	1319	1721
CC1(NC(=O)N2CCCCC2)CCS(=O)(=O)C1 (centres undefined)	1810	1827
CCOC(=O)c1ccc(NC(=S)NCCCN2CCCC2=O)cc1	1629	1733
O=C(C1CCCN(Cc2nc(-c3ccc(Cl)cc3)no2)C1)N1CCOCC1 (centres undefined)	1592	1446
COC(=O)Nc1nc2ccc(Br)cc2s1	1660	1710
CCOC(=O)C1(CCOc2ccccc2)CCN(Cc2cccs2)CC1	1646	1799
COc1ccc(-n2c(Cc3cccn3C)nnc2SCC(=O)N2CCOCC2)cc1	1741	1896
O=C(Oc1ccc(Cl)c2cccnc12)C12CC3CC(CC(C3)C1)C2	1608	1773
Cc1ccc(NC(=O)COC(=O)c2ccc(F)cc2Cl)c(Br)c1	1568	1658
Cc1nn(C)cc1CNC(=O)c1ccc(F)cc1	1420	1660
CCOC(=O)c1c(NC(=O)CN2C(=O)NC3(CCC(CC)CC3)C2=O)sc(C)c1-c1ccc(C)cc1 (centres undefined)	1538	1834
COc1c(OC(C)=O)ccc(/C=C/c2ccc3cccc(OCc4ccccc4)c3n2)c1[N+](=O)[O-]	1549	1881
CC1CCCCC1NC(=O)c1nnc(Cc2ccc(Cl)cc2)o1 (centres undefined)	1714	2024
CCOC(=O)CSc1ccc(S(=O)(=O)N2CCC(C)CC2)cc1[N+](=O)[O-]	1709	1904
Cc1ccccc1-n1c(SCC(=O)c2c(N)n(C)c(=O)n(C)c2=O)nnc1-c1cccnc1	1458	1622
COCCn1c(-c2ccccc2)nc2ccccc21	1518	1923
O=C(CCN1C(=O)c2ccccc2C1=O)Nn1cnnc1	1757	1435
CN(C)S(=O)(=O)c1ccc(Cl)c(NC(=O)CSc2nnnn2-c2ccc(O)cc2)c1	1580	2160
CCCNS(=O)(=O)c1ccc(CCC(=O)Nc2ccc3c(c2)OCCO3)cc1	1453	1696
CN(Cc1nc(Cc2cccc(F)c2)no1)CC1CCOCC1	1492	1805

Screens as filed in PubChem.
